West Nile virus CPE = West Nile virus antiviral activity, cell-based, CPE readout (AID 1621). West Nile virus-infected cells, CPE inhibition; higher % means a stronger effect. CPE inhibition, % at 10 µM; hits with a dose series show IC50 in µM. 290,000 tested, 0.02% active; in the data active = a potency from the dose series; inconclusive = CPE inhibition mostly from about 3.7% at the one dose, without a potency; inactive = the rest, 99 in 100 with CPE inhibition below about 2.2%; note: strong numbers were not always called active
PhoP inhibition = inhibitors of PhoP regulon expression, primary screen, Salmonella Typhimurium, GFP reporter (AID 1863); S. Typhimurium PhoP-regulated promoter GFP reporter, 4 h; higher % means a stronger effect; inhibition, % at 50 µM, or IC50 in µM where a hit was titrated; 300,000 tested, 0.16% active;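 active = inhibition over 29.93%, a cutoff 3 SD above the screen mean, later confirmed by dose response; inconclusive = inhibition over 29.93% but no dose response follow-up; inactive = inhibition at most 29.93% or unconfirmed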;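 note: 0% = low Mg2+ inducing control and 100% = high Mg2+ repressing control; strong numbers were not always called active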
Rac1 GTP hydrolysis = MgcRacGAP GTPase-activating activity inhibitors, confirmation, biochemical, ADP Hunter fluorescence; MgcRacGAP-stimulated Rac1 GTP hydrolysis, ADP Hunter fluorescence; higher % means a stronger effect; GST-tagged Rac1 F28L mutant substrate; 340,000 tested, 0.6% active; inhibition, % at 30 µM; hits with a dose series show IC50 in µM;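 active = first-screen hits whose inhibition reached a set limit at any dose in the follow-up dose series; inconclusive = inhibition above the set first-screen limit but never retested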;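 note: fluorescence reports GDP produced by GAP-driven GTP hydrolysis; strong numbers were not always called active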
WT yeast gro inh = growth inhibition of WT yeast, mitochondrial fusion screen. mitochondrial fusion phenotypic screen, WT strain. inhibition, % at 10 µM. 190,000 tested, 2.1% active. AID 1362; in the data active = inhibition above about 58%; tested in S. cerevisiae
RSV antiviral HEp-2 = inhibition of RSV-induced cytopathic effect – HEp-2 cells, primary 10 µM value included (AID 2391). HEp-2 cells, RSV-induced CPE inhibition; higher % means a stronger effect. CPE inhibition, % at 10 µM, or IC50 in µM where a hit was titrated. 310,000 tested, 0.13% active; in the data active = a potency from the dose series; inconclusive = CPE inhibition mostly from about 23% at the one dose, without a potency; inactive = the rest, 99 in 100 with CPE inhibition below about 21%; note: strong numbers were not always called active
Myeloid diff MLP = myeloid differentiation induction; ER-HoxA9 myeloid progenitors, lysozyme-GFP differentiation, flow cytometry; calls only at 10 µM; 360,000 tested, 1% active; AID 624256;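 active = normalized GFP-positive differentiation at or above the plate's own cutoff, the solvent-only control mean plus 3 SD; inconclusive = no clear call, values can overlap the other calls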;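 note: cells exposed to compound for four days before flow analysis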
b-catenin transl = beta-catenin nuclear translocation modulation. HeLa beta-catenin nuclear translocation, immunofluorescence imaging. nuclear translocation activity, % at 5 µM. 190,000 tested, 0.3% active. AID 1665;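 active = nuclear translocation activity above 50% at 5 µM, with a well cell count of 50 or more; inconclusive = wells under 50 cells across six images, flagged as toxic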;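 note: per-cell ratio of nuclear to cytoplasmic median beta-catenin stain intensity; plate controls were DMSO negative control for no effect and GSK-3 inhibitor IX positive control for full effect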
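test system = HeLa cells, endogenous beta-catenin | dosing = single 5 µM dose plus 0.02–20 µM confirmation series | times = compound treatment 24 h, 37°C, 5% CO2 | technique = beta-catenin immunofluorescence imaging with DAPI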
SV40 large T antigen = TAg ATPase/helicase activity blockers – biochemical (AID 1903) | SV40 large T antigen ATPase/helicase inhibition assay; higher % means a stronger effect | one-dose inhibition, % at 20 µM; IC50 in µM for titrated hits | 310,000 tested, 0.39% active; in the data active = a potency from the dose series; inconclusive = inhibition mostly from about 32% at the one dose, without a potency; inactive = the rest, 99 in 100 with inhibition below about 32%; note: strong numbers were not always called active
T cell HTS = modulates CD8 T cell binding to vesicles. 2C CD8+ T cell-vesicle binding, flow cytometry; stronger effect = lower value. calls only at 7 µM. 330,000 tested, 0.068% active. AID 2052;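 active = response, share of CD8 T cells binding vesicles, and their 90th percentile fluorescence all below set limits, cut at about 80% in these data, passing the limit was not always enough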
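Assay system: 2C TCR transgenic mouse naive CD8+ T cells, MACS-purified | Read-out: CD8+ gate FL2 mean fluorescence as % of same-row positive control | Signal: High-throughput flow cytometry with anti-B7-1 and anti-CD8 staining | Timing: Binding step 1.5 h, 37 °C, antibody labelling 20 min, ice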
WT yeast gro inh mutant strain = second read-out of WT yeast gro inh, no call of its own (marks repeat the call); inhibition, %; mitochondrial fusion phenotypic screen, mutant strain inhibition
b-catenin transl cell count 5 µM = second read-out of b-catenin transl, no call of its own (marks repeat the call); cell count; measured here: cell count, cytotoxicity flag
T cell HTS vesicle-bound % = further read-out of T cell HTS, marked with its call; double positive events, %; measured here: CD8+ vesicle-bound cell fraction;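 binding gate set so that unloaded-vesicle control wells show 10% double positive cells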
Myeloid diff MLP GFP+ MAC1+ % = recorded beside Myeloid diff MLP, whose call it bears; GFP+ MAC1+ double positive, %; measured here: differentiation confirmed by MAC1 staining
* hit, by the source's call; i = inactive; ? = inconclusive; . = no result given.

SMILES	West Nile virus CPE	PhoP inhibition	Rac1 GTP hydrolysis	WT yeast gro inh	WT yeast gro inh mutant strain	RSV antiviral HEp-2	Myeloid diff MLP	Myeloid diff MLP GFP+ MAC1+ %	b-catenin transl	b-catenin transl cell count 5 µM	SV40 large T antigen	T cell HTS	T cell HTS vesicle-bound %
Cn1c(CN2CCN(C(=O)c3ccccc3)CC2)nc2cc([N+](=O)[O-])ccc21	-0.6%	-6%	9%	9	6	2.0%	i	0.4	-3.5	514	6%	i	58
Cc1ccccc1Nc1nc(CSc2nnc(-c3ccoc3C)n2C)cs1	0.2%	7%	16%	2	-10	9.2%	i	0.8	2.0	1092	28%	i	38
CSC(=NNC(=O)c1ccccc1O)SC	-0.1%	4%	9%	30	37	-0.3%	i	0.5	.	.	15%	i	29
Cc1n[nH]c(=O)nc1NCc1ccccc1Cl	-0.3%	6%	8%	12	12	0.4%	i	0.8	-0.1	1290	11%	i	50
Cc1n[nH]c(=S)n1/N=C/c1ccccc1OCc1ccc(Cl)cc1	0.8%	13%	17%	16	11	0.8%	i	0.4	1.5	1281	5%	i	37
COc1cc2ccccc2cc1C(=O)NCc1ccncc1	-0.2%	1%	7%	.	.	3.8%	i	0.0	.	.	9%	i	67
Cc1cc(=O)[nH]c(SCC(=O)NC2CCCc3ccccc32)n1 (stereo unspecified)	0.3%	-8%	4%	.	.	2.5%	i	0.1	1.6	1087	7%	i	24
CCCCCOc1ccc(NC(=O)C2OC3OC(C)(C)OC3C3OC(C)(C)OC23)cc1 (stereo unspecified)	1.5%	-6%	11%	-20	-15	-0.1%	i	0.3	2.6	1027	8%	i	55
COc1nc(-c2ccccc2)ccc1-c1noc(C)n1	0.0%	15%	-6%	6	-1	4.5%	i	0.4	4.6	1034	17%	i	31
CC(=O)Nc1cccc(C(=O)Nc2ccc(S(=O)(=O)NC3=NCCCCC3)cc2)c1	.	-5%	8%	.	.	-1.1%	i	1.0	.	.	18%	i	48
COc1ccc(-c2cnnn2-c2ccc(N)cc2)cc1OC	1.1%	8%	3%	-34	2	-1.3%	i	8.3	0.5	963	4%	i	7
Cc1nn(C)c(C(=O)Nc2cccc(Nc3ccccc3)c2)c1[N+](=O)[O-]	-1.5%	3%	16%	.	.	50%	i	0.7	.	.	21%	i	33
Cc1nc(-c2ccccc2)sc1C(=O)/C=C/c1ccccc1	.	-4%	6%	34	34	?	i	0.7	-2.7	1423	7%	i	56
C/C(Cl)=C/Cn1c(SCC(C)C)nc2c1c(=O)[nH]c(=O)n2C	0.1%	.	6%	.	.	6.6%	i	1.3	-1.2	850	.	i	22
Cc1ccn2c(C(=O)NN=C3CCN(C)CC3)c(C)nc2c1	0.1%	-7%	-4%	-9	25	0.2%	i	0.4	.	.	7%	i	47
Cc1ccc(C)c(NC(=S)N(Cc2ccco2)C(C)c2cccs2)c1 (stereo unspecified)	-0.5%	-13%	2%	69*	20*	0.1%	i	0.2	-5.8	613	9%	i	16
Cc1ccc(C)c(OCC(=O)N/N=C/c2c(C)nn(-c3ccccc3)c2Cl)c1C	2.3%	-3%	7%	1	-4	3.4%	i	0.7	-2.2	1160	8%	i	10
COc1ccc(-n2nc([N+](=O)[O-])c(=NCCc3ccccc3)n2O)cc1	-0.5%	-5%	5%	5	25	1.1%	i	0.6	0.3	953	12%	i	19
COc1ccc(-c2oc3ccccc3c2C(=O)OCc2ccccc2OC)cc1	-0.5%	10%	-8%	.	.	2.2%	i	1.2	.	.	17%	i	13
O=C(Nc1ccn(Cc2c(F)c(F)cc(F)c2F)n1)c1cccc(Cn2cc([N+](=O)[O-])cn2)c1	1.1%	1%	4%	7	-50	2.9%	i	1.1	-5.3	950	7%	i	59
COc1ccccc1NC=C1C(=O)OC(C)(C)OC1=O	0.0%	9%	9%	8	4	-0.6%	i	0.6	1.7	751	26%	i	51
CCN1C(C#N)=C(C#N)N=C(C)CC1(C)C	0.8%	-8%	2%	6	11	1.7%	i	0.3	1.2	1512	9%	i	44
CCN(CC(=O)NCCc1ccc(F)cc1)Cc1nc2ccccc2c(=O)[nH]1	-0.6%	.	10%	.	.	0.4%	i	0.5	-0.6	1349	6%	i	28
CC(C)C(=O)Nc1cc(=O)[nH]c2ncnn12	-0.2%	-12%	-6%	-13	18	-0.1%	i	1.0	-1.7	999	-2%	i	18
NCCCCNCCCN	0.1%	4%	6%	.	.	1.7%	i	4.3	-2.4	1192	17%	i	27
CCC(=O)N/C(N)=N/c1nc(C)c2cc(C)c(C)cc2n1	1.7%	-1%	.	.	.	20%	i	0.7	11	1056	4%	i	35
COc1ccc(-c2nc(C(=O)O)cs2)cc1OC	-0.2%	-6%	-3%	-17	-8	-1.6%	i	0.9	1.8	970	1%	i	21
CC(C)OC(=O)CSc1nc2ncccc2[nH]1	0.3%	1%	4%	2	9	-0.9%	i	0.6	-0.4	820	0%	i	12
CN(C)CCOc1ccc2c(c1)Sc1ccccc1CC2=O	-0.2%	-5%	7%	6	3	-0.9%	i	2.0	.	.	4%	i	6
O=C(NCC(c1cccnc1)N1CCN(c2ccc(F)cc2)CC1)OCc1ccccc1 (stereo unspecified)	-0.7%	6%	11%	35	22	-1.3%	i	0.8	.	.	-2%	i	52
CCCOC1(NC(=O)c2ccccc2)C(C)=CC(=O)C=C1C	0.1%	-3%	-8%	10	-13	1.0%	i	1.0	.	.	1%	i	11
CN(C)S(=O)(=O)c1cccc(NC(=O)CSc2nncn2-c2ccccc2)c1	-0.5%	-7%	2%	-15	8	7.1%	i	0.2	1.5	1090	6%	i	5
O=C(COC(=O)c1ccc([N+](=O)[O-])cc1Cl)NCc1ccco1	.	.	5%	.	.	0.1%	i	0.5	.	.	.	i	35
COC(=O)c1c(C(=O)OC)c(-c2cccc(C)c2)n2c1CS(=O)C2 (stereo unspecified)	0.8%	-9%	-4%	0	12	1.2%	i	0.1	-0.9	1035	8%	i	57
O=C(CSc1nc(=O)[nH]c2c1CCCC2)Nc1ccc(F)cc1F	.	-1%	-1%	.	.	1.3%	i	0.1	.	.	15%	i	27
Cn1cc(CCNCc2cn[nH]c2-c2ccc(-c3ccccc3)cc2)cn1	0.7%	-8%	6%	.	.	-2.6%	i	0.4	-0.8	1311	17%	i	26
CC(=O)N1CCN(C(=O)c2cccc(S(=O)(=O)NCc3ccccc3)c2)CC1	.	10%	3%	.	.	-1.2%	i	0.8	.	.	13%	i	9
CCOc1ccccc1C(=O)Nc1cc(C)ccc1NC(=O)c1ccco1	0.0%	-8%	5%	.	.	1.1%	i	2.4	.	.	25%	i	7
Cc1c(C(=O)c2cccc([N+](=O)[O-])c2)c2ccccn2c1CCC#N	-0.1%	-1%	8%	4	-1	6.6%	i	1.6	-1.6	1004	6%	i	53
CCCCC(=O)NNC(=S)NC(=O)c1ccc(C)cc1	-0.4%	-3%	5%	42	46	-2.4%	i	0.1	0.9	1475	9%	i	44
Cc1ccc(C)c(N2CC(O)(c3cccs3)[N+]3=C2CCCC3)c1 (stereo unspecified)	-0.4%	6%	-5%	-16	-25	-0.7%	i	0.7	2.0	909	6%	i	5
Clc1ccc(N2CCN(/N=C/c3ccncc3)CC2)cc1	-0.9%	-12%	8%	.	.	12%	i	0.4	-4.3	1233	9%	i	58
CCOC(=O)C1=C(COC(=O)c2cccc(Br)c2)NC(=O)NC1C (stereo unspecified)	.	12%	14%	.	.	-0.8%	i	1.5	.	.	12%	i	25
COc1ccc(S(=O)(=O)N2CCCCC2)cc1NC(=O)c1ccc2ccccc2n1	-0.1%	1%	5%	1	4	1.7%	i	1.4	1.0	1119	6%	i	3
Cc1ccc(S(=O)(=O)c2cc3c(=O)n4ccccc4nc3n(CC3CCCO3)c2=N)cc1C (stereo unspecified)	0.4%	-27%	-1%	-17	-9	4.2%	i	0.6	-2.4	879	10%	i	22
COc1ccc(Cl)cc1NC(=O)/C=C\C(=O)O	-0.5%	2%	0%	-27	-15	.	i	5.8	.	.	6%	i	11
CCOC(=O)C(NC(=O)CC)(Nc1sc2c(c1C(=O)OC)CCN(C)C2)C(F)(F)F (stereo unspecified)	-0.9%	-4%	1%	-9	-8	-1.3%	i	3.7	-0.2	1358	-1%	i	17
CCOc1ccc(N2CC(O)(c3cccs3)[N+]3=C2CCCC3)cc1 (stereo unspecified)	-0.5%	4%	5%	2	-3	-2.9%	i	2.1	-2.4	1113	3%	i	47

High-throughput results from PubChem BioAssay.
